ABCB6 inh 2: inhibitors of human ABC transporter ABCB6 | hit rate 0.19% among 360,000 | fluorescence ratio to DMSO, % at 10 µM | K562-ABCB6 porphyrin accumulation, flow cytometry, 1 h; hits give low values;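 active = fluorescence ratio to DMSO below 75%, the collection mean minus 3 SD; inconclusive = too few cells collected in the well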;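 also: signal is porphyrin accumulated inside mitochondria; 100% equals median channel fluorescence of DMSO control wells; lower ratio means ABCB6 inhibition with less porphyrin fluorescence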
H9c2 protect: modulators protecting cardiomyocytes from myocardial damage; AID 588492; hit rate 0.63% among 360,000; H9c2 cardiomyocytes, H2O2 injury protection, ATPLite, 2 h; protection from H2O2 cell death, % at 20 µM;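 active = compounds giving at least 50% protection of heart cells from peroxide-induced death in the single-dose screen, raw or plate-pattern-corrected value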;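 also: 0% = DMSO wells with peroxide and 100% = DMSO wells without peroxide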
MC4R ag barr: human MC4R agonism via beta-arrestin | P32245 | U2OS MC4R beta-arrestin complementation, luminescence; percent of melanotan II response, DMSO zero | activation, % at 8.9 µM | hit rate 0.98% among 360,000 | AID 540308;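 active = activation above a per-plate cutoff, the mean activation of sample wells on that plate plus 3 SD, cut at about 8% in these data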
Target sequence (P32245 whole entry, looked up): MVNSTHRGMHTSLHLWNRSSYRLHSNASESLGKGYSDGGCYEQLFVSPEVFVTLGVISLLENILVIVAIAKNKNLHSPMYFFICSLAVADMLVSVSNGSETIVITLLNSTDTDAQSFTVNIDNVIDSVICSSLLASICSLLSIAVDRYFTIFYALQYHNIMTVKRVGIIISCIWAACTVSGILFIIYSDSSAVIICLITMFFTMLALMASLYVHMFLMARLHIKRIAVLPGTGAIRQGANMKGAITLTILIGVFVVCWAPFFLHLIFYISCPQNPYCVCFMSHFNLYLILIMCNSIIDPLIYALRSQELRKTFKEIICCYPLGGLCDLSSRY
hiPSC survival: increases survival of single human iPS cells | hiPSC single-cell survival, ATPlite luminescence; 100% = ROCK inhibitor wells, 0% = DMSO | AID 602274 | survival enhancement, % at 20 µM | hit rate 0.044% among 360,000; in the data active = survival enhancement above about 18%;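 also: cells exposed to compounds for 16 hours before the ATP read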
HTR2A ag: activates the mouse 5-HT2A serotonin receptor; CHO-K1 mHTR2A beta-arrestin complementation, luminescence; percent of 30 µM serotonin response; activation, % at 7.6 µM; hit rate 0.66% among 360,000;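 active = activation above a run cutoff, the mean activation of all tested compounds plus 3 SD, cut at about 14% in these data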;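 also: 0% = plate median of compound wells and 100% = 30 µM serotonin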
Target sequence (P35363 whole entry, looked up): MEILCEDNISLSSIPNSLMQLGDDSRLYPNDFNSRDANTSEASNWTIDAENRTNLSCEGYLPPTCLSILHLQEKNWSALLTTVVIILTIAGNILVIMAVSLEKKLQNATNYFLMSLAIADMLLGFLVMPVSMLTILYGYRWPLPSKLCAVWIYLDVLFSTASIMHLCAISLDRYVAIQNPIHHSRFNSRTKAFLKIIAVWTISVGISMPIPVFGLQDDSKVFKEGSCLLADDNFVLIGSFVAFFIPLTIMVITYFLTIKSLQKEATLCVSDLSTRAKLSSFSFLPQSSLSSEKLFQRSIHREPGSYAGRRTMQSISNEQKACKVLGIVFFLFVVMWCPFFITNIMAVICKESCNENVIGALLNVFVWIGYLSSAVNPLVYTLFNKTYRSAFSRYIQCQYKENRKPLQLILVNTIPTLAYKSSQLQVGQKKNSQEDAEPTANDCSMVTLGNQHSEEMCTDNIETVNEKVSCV
Granule exo inh: lytic granule exocytosis inhibition; inhibition, % at 10 µM; hit rate 0.66% among 360,000; TALL-104 LAMP-1 surface exposure, flow cytometry; cells stimulated with thapsigargin and PMA;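 active = inhibition above about 55%, limit read from the data; inconclusive = no clear call, values can overlap the other calls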
Glyco luc inh: blocks N-linked glycosylation in D54 reporter cells | D54 ERlucT glycosylation luciferase reporter, 24 h; percent of 100 nM tunicamycin response | AID 588692 | hit rate 0.23% among 360,000 | reporter increase, % at 12.5 µM;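 active = mean luciferase reporter signal, scaled so untreated is 0 and the glycosylation-blocking control 100, at or above a set limit in every replicate; inconclusive = mean reaches the limit but not every replicate does; inactive = mean below the limit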;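 also: luciferase carries N-glycosylation sites so blocking glycosylation raises the light; 0% = median of neutral control wells and 100% = median of 100 nM tunicamycin wells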
MC4R antagonist: antagonists of human melanocortin 4 receptor (MC4R); MC4R-expressing cells, MTII-stimulated cAMP, LANCE TR-FRET; hit rate 0.48% among 360,000; P32245; inhibition, % at 6.5 µM;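 active = inhibition above its plate's cutoff, the mean of tested wells on that plate plus 3 SD, cut at about 29% in these data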;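 also: 0% = Melanotan II alone and 100% = Melanotan II plus saturating MCL0020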
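Test system: U2OS cells stably expressing human melanocortin 4 receptor (MC4R); also added: Melanotan II challenge; compound: 6.5 µM single dose; timing: 30-min compound preincubation, 1-h Melanotan II challenge, 1-h detection, room temperature; signal: Eu-cAMP/anti-cAMP TR-FRET, emission 671 nm; repeats: one well per compound, no replicates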
aDG glyco up: alpha-DG glycosylation activation | Pro5-aDG cells, alpha-DG glycosylation AlphaScreen (IIH6); 0% Pro5, 100% B10-LARGE cell signal | activation, % at 10 µM | hit rate 0.22% among 360,000 | AID 624168;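 active = activation of at least 8% versus controls, or a plate z-score of at least 8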;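 also: Pro5 are CHO cells carrying HIG-tagged alpha-DG that lacks glycosylation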
ABHD5-PLIN5 inh: ABHD5-PLIN5 protein interaction inhibition | Q00G26+Q8WTS1 | Split G. princeps luciferase complementation, luminescence, 4 h | inhibition, % at 4 µM | hit rate 0.78% among 360,000 | AID 602281;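 active = inhibition above the mean inhibition across every tested compound plus 3 SD, cut at about 22% in these data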;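 also: 0% = DMSO only wells and the 100% control is not disclosed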
Numbers without * were called inactive; & = joins results of further samples. Rows are unselected; about 4.5% have a hit in one of these screens.

What do the screens show for `COc1ccc(C(=O)N/C(=C\c2ccccc2)C(=O)Nc2ccc(C(=O)NCC(=O)O)cc2)cc1`?
ABCB6 inh 2: 91; H9c2 protect: 3; MC4R ag barr: -0.1; hiPSC survival: -0.3; HTR2A ag: 14; Granule exo inh: 1; Glyco luc inh: -2; MC4R antagonist: -5; aDG glyco up: 0.0; ABHD5-PLIN5 inh: 4

How did O=C(CSc1nnnn1-c1ccccc1)CC(=O)Nc1ccc(Cl)cc1 do in these assays?
ABCB6 inh 2: 88; H9c2 protect: -12; MC4R ag barr: 0.0; hiPSC survival: 3.9; HTR2A ag: 10; Granule exo inh: 2; Glyco luc inh: 3; MC4R antagonist: -2; aDG glyco up: -0.3; ABHD5-PLIN5 inh: 7

Results for CC1CCC(C(C)C)C(OC(=O)Cn2c(-c3ccc(Br)cc3)[n+](C)c3ccccc32)C1 (stereo not drawn) ?
ABCB6 inh 2: 104&103; H9c2 protect: -20&-23; MC4R ag barr: 12*; hiPSC survival: -3.6&-0.7; HTR2A ag: -5&3; Granule exo inh: 29&-2; Glyco luc inh: 12&18; MC4R antagonist: -2&-2; aDG glyco up: 0.3&0.4; ABHD5-PLIN5 inh: 17&20

What do the screens show for `O=C(COC(=O)C1CC1)Nc1ccccc1Sc1ccccc1`?
ABCB6 inh 2: 96; H9c2 protect: -2; MC4R ag barr: -1.3; hiPSC survival: -2.4; HTR2A ag: -1; Granule exo inh: -2; Glyco luc inh: 0; MC4R antagonist: 3; aDG glyco up: 0.3; ABHD5-PLIN5 inh: 0

Results for COc1ccc(CCNC(=O)Cc2ccc3c(c2)OCO3)cc1OC ?
ABCB6 inh 2: 89; H9c2 protect: -2; MC4R ag barr: 0.2; hiPSC survival: 6.5; HTR2A ag: 6; Granule exo inh: 0; Glyco luc inh: 0; MC4R antagonist: -1; aDG glyco up: -0.2; ABHD5-PLIN5 inh: 1

How did Cc1ccc(C(=O)C(C)OC(=O)Cc2c[nH]c3ccccc23)cc1 (stereo not drawn) do in these assays?
ABCB6 inh 2: 95; H9c2 protect: -8; MC4R ag barr: -1.9; hiPSC survival: -0.4; HTR2A ag: 6; Granule exo inh: 11; Glyco luc inh: -1; MC4R antagonist: -4; aDG glyco up: -0.2; ABHD5-PLIN5 inh: -3

Results for COc1ccccc1/C=C/C=N/NC(=O)c1cc(-c2ccc(C)o2)[nH]n1 ?
ABCB6 inh 2: 102; H9c2 protect: 45; MC4R ag barr: 0.1; hiPSC survival: -0.1; HTR2A ag: 0; Granule exo inh: 6; Glyco luc inh: 10; MC4R antagonist: -6; aDG glyco up: -0.2; ABHD5-PLIN5 inh: 6

Results for CCOCCn1c(COc2ccc(C)cc2)nc2ccccc21 ?
ABCB6 inh 2: 92; H9c2 protect: -3; MC4R ag barr: -2.1; hiPSC survival: -0.9; HTR2A ag: -3; Granule exo inh: 1; Glyco luc inh: -3; MC4R antagonist: 3; aDG glyco up: 0.1; ABHD5-PLIN5 inh: -4

How did Cc1ccc(NC(=O)CNc2ccc(OC(C)C)cc2)cc1 do in these assays?
ABCB6 inh 2: 100; H9c2 protect: -4; MC4R ag barr: 3.0; hiPSC survival: 1.7; HTR2A ag: 2; Granule exo inh: 2; Glyco luc inh: -3; MC4R antagonist: 3; aDG glyco up: -0.2; ABHD5-PLIN5 inh: 1

What do the screens show for `CCOC(=O)N1CCc2c(sc3c2C(=O)NC(c2ccccc2)N3)C1` (stereo not drawn)?
ABCB6 inh 2: 96; H9c2 protect: -13; MC4R ag barr: 9.0*; hiPSC survival: -0.7; HTR2A ag: 1; Granule exo inh: -4; Glyco luc inh: -1; MC4R antagonist: 11; aDG glyco up: 0.1; ABHD5-PLIN5 inh: -16

Results for COc1ccccc1C(C(=O)NCc1ccccc1)N(C(=O)c1csnn1)C1CC1 (stereo not drawn) ?
ABCB6 inh 2: 98; H9c2 protect: 2; MC4R ag barr: -0.1; hiPSC survival: 0.7; HTR2A ag: -1; Granule exo inh: -7; Glyco luc inh: -1; MC4R antagonist: 1; aDG glyco up: 0.1; ABHD5-PLIN5 inh: 12

What do the screens show for `CCCCOCCCNC(=O)C[C@@H]1C[C@@]2(C(=O)OC)CCCCC=C2N(Cc2ccc3c(c2)OCO3)C1=O`?
HTR2A ag: -5; Granule exo inh: -10; aDG glyco up: -0.2; ABHD5-PLIN5 inh: -8

Results for CSc1cccc(NC(=O)/C=C/c2ccco2)c1 ?
ABCB6 inh 2: 90; H9c2 protect: 8; MC4R ag barr: -2.0; hiPSC survival: -3.3; HTR2A ag: 0; Granule exo inh: -1; Glyco luc inh: 5; MC4R antagonist: 11; aDG glyco up: -0.2; ABHD5-PLIN5 inh: 20

What do the screens show for `Cc1ccc(NS(=O)(=O)c2c(C)[nH]c(=O)[nH]c2=O)c(C)c1`?
ABCB6 inh 2: 99; H9c2 protect: -1; MC4R ag barr: -1.3; hiPSC survival: 0.6; HTR2A ag: 8; Granule exo inh: -6; Glyco luc inh: 2; MC4R antagonist: 6; aDG glyco up: -0.1; ABHD5-PLIN5 inh: -5

How did O=C1N/C(=N/c2ccccn2)SC1Cc1ccccc1 (stereo not drawn) do in these assays?
ABCB6 inh 2: 98; H9c2 protect: -3; MC4R ag barr: 2.0; hiPSC survival: 5.4; HTR2A ag: -4; Granule exo inh: 1; Glyco luc inh: 2; MC4R antagonist: 10; aDG glyco up: -0.3; ABHD5-PLIN5 inh: 5

How did CS(=O)(=O)N1N=C(c2ccco2)CC1c1ccco1 (stereo not drawn) do in these assays?
ABCB6 inh 2: 121; H9c2 protect: -1; MC4R ag barr: -1.3; hiPSC survival: -0.6; HTR2A ag: -3; Granule exo inh: 4; Glyco luc inh: 0; MC4R antagonist: -5; aDG glyco up: 0.2; ABHD5-PLIN5 inh: 10

What do the screens show for `CCOc1ccc(CCNC(=O)CN2C(=O)NC3(CCCc4ccccc43)C2=O)cc1OCC` (stereo not drawn)?
ABCB6 inh 2: 94; H9c2 protect: 6; MC4R ag barr: -3.5; hiPSC survival: 0.8; HTR2A ag: 6; Granule exo inh: -8; Glyco luc inh: 1; MC4R antagonist: 7; aDG glyco up: 0.1; ABHD5-PLIN5 inh: -7

What do the screens show for `COCCNC(=O)C(c1ccc(C)cc1)N(C(=O)CCC(=O)Nc1ccccn1)c1ccccc1C` (stereo not drawn)?
ABCB6 inh 2: 95; H9c2 protect: 3; MC4R ag barr: -0.7; hiPSC survival: -0.6; HTR2A ag: 4; Granule exo inh: 1; Glyco luc inh: -1; MC4R antagonist: 9; aDG glyco up: 0.1; ABHD5-PLIN5 inh: 6

What do the screens show for `COc1cc(NC(=O)CSc2nnc3ccccn23)cc(OC)c1`?
ABCB6 inh 2: 79; H9c2 protect: -2; MC4R ag barr: -1.0; hiPSC survival: 0.3; HTR2A ag: 2; Granule exo inh: 2; Glyco luc inh: 2; MC4R antagonist: -6; aDG glyco up: -0.1; ABHD5-PLIN5 inh: 0

How did CCCN1/C(=C(/C#N)C2=NS(=O)(=O)c3ccccc32)N(C)c2ccccc21 do in these assays?
ABCB6 inh 2: 93; H9c2 protect: 9; MC4R ag barr: 0.2; hiPSC survival: 4.4; HTR2A ag: 1; Granule exo inh: 3; Glyco luc inh: -1; MC4R antagonist: 9; aDG glyco up: 0.0; ABHD5-PLIN5 inh: 1

Results for COc1ccc(CNC(=O)Cn2cc3c(n2)CCCCC3)cc1 ?
ABCB6 inh 2: 103; H9c2 protect: -8; MC4R ag barr: -2.4; hiPSC survival: -0.5; HTR2A ag: 1; Granule exo inh: -1; Glyco luc inh: 1; MC4R antagonist: 3; aDG glyco up: 0.1; ABHD5-PLIN5 inh: 5

Results for C[C@H]1CN([C@@H](C)CO)C(=O)Cc2cc(NC(=O)CCC(F)(F)F)ccc2O[C@H]1CN(C)Cc1ccc(C(F)(F)F)cc1 ?
ABCB6 inh 2: 101; H9c2 protect: -2; MC4R ag barr: 2.2; hiPSC survival: -3.0; HTR2A ag: 1; Granule exo inh: 0; Glyco luc inh: -4; MC4R antagonist: 0; aDG glyco up: 0.5; ABHD5-PLIN5 inh: -2

How did CCOC(=O)/C=C/C(=O)Nc1ccc(S(=O)(=O)N(C)c2ccccc2)cc1 do in these assays?
ABCB6 inh 2: 99; H9c2 protect: -2; MC4R ag barr: -1.1; hiPSC survival: 0.2; HTR2A ag: -3; Granule exo inh: 42; Glyco luc inh: 25; MC4R antagonist: 24; aDG glyco up: -0.2; ABHD5-PLIN5 inh: 7

What do the screens show for `CCN(CC)c1ccc(C(=O)N/N=C(\C)c2ccc(OC)c(OC)c2)cc1`?
ABCB6 inh 2: 103; H9c2 protect: 5; MC4R ag barr: 0.1; hiPSC survival: -2.0; HTR2A ag: -1; Granule exo inh: inconclusive; Glyco luc inh: 0; MC4R antagonist: 10; aDG glyco up: -0.2; ABHD5-PLIN5 inh: 2

Results for CCOc1ccc(CCN2C(=O)C(=O)N([C@@H](CC(C)C)CN3CCC[C@H]3CN3C(=O)C(=O)NC[C@@H]3CC(C)C)C[C@@H]2CC(C)C)cc1 ?
ABCB6 inh 2: 101; hiPSC survival: 0.9; HTR2A ag: 11; Granule exo inh: 10; aDG glyco up: -0.1; ABHD5-PLIN5 inh: -2

How did COc1cc(C)c(CNc2cc(C)cc(C)c2)cc1C do in these assays?
ABCB6 inh 2: 91; H9c2 protect: -9; MC4R ag barr: 3.4; hiPSC survival: -1.6; HTR2A ag: -3; Granule exo inh: 1; Glyco luc inh: -3; MC4R antagonist: 11; aDG glyco up: 0.1; ABHD5-PLIN5 inh: -1

Results for c1cc(-c2nnc3n2CCCCC3)ccn1 ?
ABCB6 inh 2: 100; H9c2 protect: -3; MC4R ag barr: -1.7; hiPSC survival: 0.5; HTR2A ag: 2; Granule exo inh: -2; Glyco luc inh: 3; MC4R antagonist: 4; aDG glyco up: 0.1; ABHD5-PLIN5 inh: 6

Results for O=C(c1cc2ccccn2n1)N1CCN(c2ccccn2)CC1 ?
ABCB6 inh 2: 99; H9c2 protect: 6; MC4R ag barr: 0.2; hiPSC survival: 1.3; HTR2A ag: 17*; Granule exo inh: 2; Glyco luc inh: -1; MC4R antagonist: 6; aDG glyco up: 0.0; ABHD5-PLIN5 inh: 0

What do the screens show for `CCOC(=O)[C@]12CCCC=C1N(Cc1ccccc1)C(=O)[C@H](CC(=O)NCCc1ccccc1OC)C2`?
HTR2A ag: -5; Granule exo inh: -17; aDG glyco up: 0.3; ABHD5-PLIN5 inh: 10

What do the screens show for `Cc1ccc(NC(=O)CN2CCN(C(=O)c3ccco3)CC2)cc1`?
ABCB6 inh 2: 94; H9c2 protect: 1; MC4R ag barr: 0.8; hiPSC survival: 0.1; HTR2A ag: -1; Granule exo inh: -1; Glyco luc inh: 0; MC4R antagonist: 12; aDG glyco up: 0.0; ABHD5-PLIN5 inh: -4

What do the screens show for `Fc1cccc(CSc2ncnc3c2oc2ccccc23)c1`?
ABCB6 inh 2: 102; H9c2 protect: -6; MC4R ag barr: 0.9; hiPSC survival: -1.6; HTR2A ag: -2; Granule exo inh: 0; Glyco luc inh: -2; MC4R antagonist: 12; aDG glyco up: -0.1; ABHD5-PLIN5 inh: -8

Bioassay records (PubChem BioAssay)
